Source: PubChem BioAssay
NCI-60 one-dose screen, 48 h, at 10 µM unless noted. Numbers give growth in % (100 = growth as untreated, 0 = no growth, -100 = all killed).
OVCAR-4 = OVCAR-4 ovarian cancer cells; 3.7% of 80,000 active; AID 1794784
SW-620 = SW-620 colon cancer. 5.2% of 82,000 active. AID 1794795
HCT-116 = HCT-116 colon cancer; 7.3% of 82,000 active
SK-OV-3 = SK-OV-3 ovarian cancer cells; 3.2% of 80,000 active; AID 1794785
HT29 = HT29 colon cancer. AID 1794748. 7.4% of 81,000 active
COLO 205 = COLO 205 colon cancer; 7.3% of 79,000 active
IGROV1 = IGROV1 ovarian cancer; 4.7% of 79,000 active
KM12 = KM12 colon cancer cells; 5% of 82,000 active
HCT-15 = HCT-15 colon cancer; 5.2% of 82,000 active; AID 1794746
* hit, by the source's call; nt = no result given; & = joins results of further samples; ! = not active in a repeat. How the source made its calls: active means growth percent below 10; inactive means the rest.

Each structure is followed by: SK-OV-3, KM12, IGROV1, HT29, SW-620, COLO 205, HCT-15, HCT-116, OVCAR-4
COc1ccc(Cn2cc(CNC(=O)c3cccnc3Nc3ccc(F)cc3)nn2)cc1
    115, 104, 108, 109, 104, 121, 106, nt, 117
O=c1oc2cc(O)ccc2s1
    114, 93, 110, 89, 106, 105, 101, 99, 104
COc1ccc(-c2nc(SCC(=O)c3ccc(Br)cc3)[nH]c(=O)c2C#N)cc1
    113, 97, 112, 101, 106, 119, 112, 97, 120
C=CCc1c(O)c(C(=O)/C=C/c2ccc(OC)cc2)c(OC)c2ccoc12
    63, 67, 67, 71, 77, 70, 65, 58, 51
Nc1ccc(-c2ccc(NC(=O)c3ccc(-n4c(=O)[nH]c5ccccc5c4=O)cc3)cc2)cc1
    113, 92, 101, 102, 102, 110, 87, 94, 113
Cc1nc(-c2ccccc2)ccc1-c1nnc(SCC(=O)c2ccccc2)o1
    116, 105, 92, 116, 104, 126, 104, 111, 113
Cn1cc(/C=C(\C#N)C(=O)Nc2ncc(Cc3ccccc3Cl)s2)c2ccccc21
    114, 98, 108, 100, 103, 124, 99, 100, 103
O=C(CC(=O)c1ccc(O)cc1)c1ccccc1
    139, 99, 66, 105, 104, nt, 104, 95, 104
CSC(=N\N=C\c1ccc2c(c1)OCO2)/N=C/N(C)C
    103, 105, 106, 105, 108, 116, 104, 101, 100
Fc1ccc(-c2csc(=Nc3ccccc3)n2-c2cccc(-n3c(-c4ccc(F)cc4)csc3=Nc3ccccc3)c2)cc1
    115, 87, 87, 90, 55, 100, 78, 83, 65
O=C1c2nccnc2C(=O)N1c1ccc([N+](=O)[O-])cc1[N+](=O)[O-]
    100, 109, 102, 102, 108, 111, 106, 100, 99
COc1ccc(-c2cc(-c3ccc(N4CCOCC4)cc3)n3c(n2)nc2ccccc23)cc1
    106, 102, 102, 108, 106, 117, 101, 106, 99
CC(C)=C(c1ccc(Cl)cc1)c1c(N)ncnc1N
    108, 102, 105, 100, 106, 105, 99, 101, 93
C=C1[C@]2(C(=O)OC)C=C(C)C(O)[C@@]1(C)CC1[C@@]3(C)CC[C@H](O)C(C)(C)C3CC[C@]12C (stereo not given in full)
    111, 98, 111, 96, 109, 116, 105, 93, 97
CCN1C(=O)N(c2ccccc2)C2N=c3s/c(=C4\C(=O)N(C(C)C)c5ccccc54)c(=O)n3NC21 (stereo not given)
    106, 105, 110, 124, 101, 122, 104, 99, 108
c1ccc2c(c1)NC1(CCCCC1)S2
    100, 104, 103, nt, 103, 99, 111, 97, 108
CC(=O)N1N=C(c2ccc(Nc3nc(Nc4ccc(F)cc4)nc(Nc4ccc(Cl)cc4)n3)cc2)CC1c1ccc(Cl)cc1 (stereo not given)
    97, 108, 66, 106, 105, 94, 93, 86, 94
CC(C)OC(=O)Nc1cccc([N+](=O)[O-])c1
    103, 102, 108, 106, 101, 110, 95, 100, 101
COC(=O)[C@@H](Cc1c[nH]c2ccccc12)NC(=O)/C=C/c1ccccc1
    2.1*, 27, 29, 85, 28, 97, 14, 17, 63
O=C1Nc2ccc(Br)cc2C1=N/C=c1\[nH]c(=O)/c(=C/c2ccccc2)s1
    83, 91, 88, 106, 101, 95, 92, 77, 83
Cc1cccc(C)c1NC(=O)N=Nc1c(O)[nH]c2ccccc12
    97, 97, 79, 106, 86, 109, 102, 94, 100
Cc1ccc(N=C(Cl)/C=C/c2ccccc2)cc1
    78, 92, 92, 93, 97, 101, 90, 94, 97
Cc1cc(C)cc(Nc2n[nH]c(-c3cccnc3)n2)c1
    99, 95, 95, 101, 112, 104, 94, 97, 85
N#C/C(C(=O)c1ccccc1)=C1/C(=O)Nc2ccc(Cl)cc21
    88, 103, 83, 108, 99, 124, 106, 105, nt
Clc1ccc(C(=Cc2ccccc2)c2ccc(Cl)cc2)cc1
    101, 98, 107, 91, 109, 120, 96, 88, 115
O=C(Cn1cc(C2CC2)nn1)Nc1nc(-c2ccc(F)cc2)cs1
    93, 103, 109, 96, 104, 115, 98, 102, 87
N#C/C(Sc1nc2sc3c(c2c(=O)n1Cc1ccccc1)CCCC3)=C(/S)Nc1ccccc1
    81, 105, nt, 111, 102, 115, 56, 91, 102
S=C(Nc1ccccn1)Nc1ccccn1
    107, 100, 98, 104, 92, 111, 90, 83, 91
O=C(Nc1cccc(Cl)c1)Nc1nccnc1OCc1ccccc1
    86, 91, 86, 88, 97, nt, 81, 86, 103
C/C(=N\Nc1ncc(-c2ccccc2)s1)c1cc2ccccc2o1
    89, 92, 96, 94, 99, 114, 102, 98, 106

Quoted from the listing.
COc1ccc(Cn2cc(CNC(=O)c3cccnc3Nc3ccc(F)cc3)nn2)cc1 – OVCAR-4 = 117
C/C(=N\Nc1ncc(-c2ccccc2)s1)c1cc2ccccc2o1 – SK-OV-3 = 89

The results go on.
Each structure is followed by: SK-OV-3, KM12, IGROV1, HT29, SW-620, COLO 205, HCT-15, HCT-116, OVCAR-4
CCOC(=O)n1cccc1
    94, 106, 102, 107, 102, 78, 97, 96, 106
CCCCCCCCCCCCCCCCCCOc1ccc(CC(=O)OCC[N+]2(C)CCOCC2)cc1
    110, 101, 88, 103, 100, 99, 99, 101, 101
Brc1ccc(Nc2nc3ccccc3s2)cc1
    108, 103, 89, 109, 107, 115, 103, 110, nt
CCCCNc1nc2c([nH]1)c(=O)n(C)c(=O)n2C
    110, 106, 98, 103, 109, 103, 103, 98, 114
FC(F)(F)c1cccc(-c2nnn(Cc3cc(-c4cccc(Cl)c4)no3)n2)c1
    99, 102, 104, 103, 106, 112, 105, 97, 116
COc1ccc(/C=C2\N=C(c3ccccc3)N(CCc3cccs3)C2=O)cc1
    102, 114, 103, 100, 102, 100, 97, 102, 97
c1cc(C2CO2)ccc1Oc1ccc(C2CO2)cc1 (stereo not given)
    104, 96, nt, 101, 106, 102, 102, 99, 105
N#CC(C#N)=Cc1cc2ccccc2nc1Oc1ccc(C(F)(F)F)cc1
    89, 89, 79, 100, 75, 101, 85, 90, 100
S=c1[nH]n(-c2ccccc2)c(=S)s1
    105, 100, 107, 102, 93, 107, 112, 96, 103
O=C(Nc1cccc(Cn2c(=O)[nH]c3ccc(Oc4ncccn4)cc3c2=O)c1)c1cc(Cl)cc(Cl)c1
    66, 41, 49, 47, 90, nt, 77, 60, 42
CCCCn1cnc2c(SCc3ccccc3F)nc(N)nc21
    112, 103, nt, 108, 101, 124, 106, 102, 105
COc1ccc(C(=O)O)cc1[N+](=O)[O-]
    122, 108, 99, 105, 99, 142, 99, 99, 100
C#CCOc1ccc(C2=NN(CCC)C3N=C(Cl)c4ncn(CCC)c4N23)cc1OCC#C (stereo not given)
    63, 46, 63, 103, 97, 99, 67, 80, 79
COc1cc(-c2nn(-c3ccc(NC(=O)NCCNS(=O)(=O)c4ccc(F)cc4)cc3)cc2-c2ccncc2)ccc1Cl
    18, 2.8*, 27, -25*, 18, -64*, 48, -3.5*, 42
CC1(C)CC[C@]23CC[C@]4(C)[C@H](CC[C@@H]5[C@@]6(C)Cc7cn[nH]c7C(C)(C)[C@@H]6CC[C@]54C)[C@H]2[C@H]1OC3
    119, 100, 99, 109, 107, 116, 107, 110, 109
NC(N)=NC1CCc2ccccc2C1 (stereo not given)
    86, 98, 100, 89, nt, 95, 109, 84, 111
C/C=C/CNc1ccccc1
    95, 108, 100, 88, 108, 110, 105, 95, nt
CC(C)(C)c1ccc(OCCOCCCl)c(Cl)c1
    100, 92, 103, 95, 105, 103, 110, 101, 100
COc1ccc(C2CC(c3cccc(Nc4ccncc4)c3)=NN2c2ccc(Cl)cc2)cc1 (stereo not given)
    64, -72*, 23, -20*, -89*, -66*, -53*, 108, 38
Cc1ccc(-c2nc(/C=C3/C(=O)Nc4ccccc43)c3ccccn23)cc1
    93, 88, 23, 42, 65, 92, 27, 67, 115
Cc1ccc(NS(=O)(=O)c2ccc3c(c2)C2OCCC2C(c2ccc(C(=O)C(C)C)cc2)N3)cc1C (stereo not given)
    59, 36, 57, 45, 51, 31, 32, 30, 35
Cc1cnc(C(=O)Nc2nc3ccc(S(=O)(=O)Nc4ccc(C5(C(F)(F)F)CC5)cc4)cc3[nH]2)cn1
    37, 16, 31, 9.0*, 15, -1.8*, 21, 19, 33
COc1cc(Cl)cc(-c2nn(C(=O)NS(=O)(=O)c3ccc(C)cc3)cc2-c2ccncc2)c1
    91, 106, 95, 70, 110, 84, 109, 105, nt
Cc1cccc(NCS(=O)(=O)O)c1
    97, 112, 102, 101, 101, 103, 101, 102, 109
O=[N+]([O-])c1cccc(N=NNc2cccc([N+](=O)[O-])c2)c1
    104, 95, 125, 93, 92, 113, 86, 114, 89
CN1CCN(Cc2ccc(NC(=O)c3cncc(C#Cc4cnc(N)c5ncccc45)c3)cc2Cl)CC1
    109, 23, 110, 52, 3.0*, 70, 64, 15, 104
Cc1nn(-c2ccc(C#N)cc2)c2nc3c(nc12)c(=O)[nH]c1ccccc13
    112, 103, 98, 90, 97, nt, 101, 97, 98
O=S(=O)(Cl)c1cccc2cccnc12
    113, 100, 107, 98, 106, 113, 118, 99, 108
O=C(O)C1C2CC3C(OC(=O)C31)C2Br (stereo not given)
    105&96, 106&108, 114&103, 105&85, 95&95, 103&97, 101&97, 101&94, 90&114
Nc1nc(C(F)(F)F)ccc1C(=O)N/N=C/c1c(Cl)cccc1Cl
    96, 108, 81, 118, 96, 107, 91, 113, 100

Next records follow:
Each structure is followed by: SK-OV-3, KM12, IGROV1, HT29, SW-620, COLO 205, HCT-15, HCT-116, OVCAR-4
Cc1nc2sccn2c1-c1nc2sccn2c1/C=C1/C(=O)Nc2ccccc21
    31, 12, -16*, 0.8*, 9.8*, 20, 29, 24, 64
CC(=O)Oc1ccc(C2(c3ccc(OC(C)=O)cc3)C(=O)Nc3ccccc32)cc1
    114&115, 62&71, 46&65, 131&112, 104&98, 5.0*!, 73&67, 85&85, -15*
COc1ccc(C(CC(=O)c2ccc(C)cc2)Sc2ccccc2N)cc1 (stereo not given)
    98&101, 89&96, 89&119, 91&104, 100&100, 98&97, 96&106, 88&92, 87&74
COc1cc(NC(C)=O)ccc1NC(=O)c1[nH]c(C)c(Cl)c1Cl
    82, 89, 67, 110, 99, 111, 91, 103, 95
Cc1ccc(NC(=O)[C@]23CCC(C)(C)CC2C2=CCC4[C@@]5(C)C[C@@H](O)[C@H](O)[C@@](C)(CO)C5CC[C@@]4(C)[C@]2(C)CC3)cc1 (stereo not given in full)
    28, -22*, 54, -50*, 40, -66*, 12, 6.6*, 39
c1ccc(Nc2nc3c(s2)CCc2c[nH]cc2-3)nc1
    84, 92, 86, 100, 102, 98, 102, 72, 78
CN(C)C=C1C(=O)c2ccccc2C1=O
    88, 104, 90, 101, 92, 103, 83, 88, 88
COc1cc2nc(-c3ccc(C(F)(F)F)cc3)cc(OCCCN3CCC(O)CC3)c2cc1OC
    66, 27, 27, 9.0*, 16, 26, 9.8*, 15, 60
CCOC(=O)C1=C(C(=O)c2ccc(Br)cc2)C(c2ccc(Br)cc2)NC(=S)N1 (stereo not given)
    110, 97, 92, 104, 101, 118, 99, 90, 107
COc1cc(-c2nc(SCc3ccc([N+](=O)[O-])cc3)[nH]c(=O)c2C#N)ccc1OCc1ccccc1
    101, 97, 104, 103, 105, 119, 96, 108, 101

In the list so far, seven have a cyano group:
Each structure is followed by: SK-OV-3, KM12, IGROV1, HT29, SW-620, COLO 205, HCT-15, HCT-116, OVCAR-4
COc1ccc(-c2nc(SCC(=O)c3ccc(Br)cc3)[nH]c(=O)c2C#N)cc1
    113, 97, 112, 101, 106, 119, 112, 97, 120
Cn1cc(/C=C(\C#N)C(=O)Nc2ncc(Cc3ccccc3Cl)s2)c2ccccc21
    114, 98, 108, 100, 103, 124, 99, 100, 103
N#C/C(C(=O)c1ccccc1)=C1/C(=O)Nc2ccc(Cl)cc21
    88, 103, 83, 108, 99, 124, 106, 105, nt
N#C/C(Sc1nc2sc3c(c2c(=O)n1Cc1ccccc1)CCCC3)=C(/S)Nc1ccccc1
    81, 105, nt, 111, 102, 115, 56, 91, 102
N#CC(C#N)=Cc1cc2ccccc2nc1Oc1ccc(C(F)(F)F)cc1
    89, 89, 79, 100, 75, 101, 85, 90, 100
Cc1nn(-c2ccc(C#N)cc2)c2nc3c(nc12)c(=O)[nH]c1ccccc13
    112, 103, 98, 90, 97, nt, 101, 97, 98
COc1cc(-c2nc(SCc3ccc([N+](=O)[O-])cc3)[nH]c(=O)c2C#N)ccc1OCc1ccccc1
    101, 97, 104, 103, 105, 119, 96, 108, 101
